hcGAS lum = Primary biochemical luminescence assay for human cyclic GMP-AMP synthase inhibitors; 290,000 tested, 0.081% active; inhibition, % at 12.5 µM; Q8N884; recombinant h-cGAS, ATP depletion, Kinase-Glo luminescence; AID 1259398, 2018;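 further: 0% = vehicle reaction and 100% = reaction without DNA for no activity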
Target sequence (Q8N884 whole entry, looked up): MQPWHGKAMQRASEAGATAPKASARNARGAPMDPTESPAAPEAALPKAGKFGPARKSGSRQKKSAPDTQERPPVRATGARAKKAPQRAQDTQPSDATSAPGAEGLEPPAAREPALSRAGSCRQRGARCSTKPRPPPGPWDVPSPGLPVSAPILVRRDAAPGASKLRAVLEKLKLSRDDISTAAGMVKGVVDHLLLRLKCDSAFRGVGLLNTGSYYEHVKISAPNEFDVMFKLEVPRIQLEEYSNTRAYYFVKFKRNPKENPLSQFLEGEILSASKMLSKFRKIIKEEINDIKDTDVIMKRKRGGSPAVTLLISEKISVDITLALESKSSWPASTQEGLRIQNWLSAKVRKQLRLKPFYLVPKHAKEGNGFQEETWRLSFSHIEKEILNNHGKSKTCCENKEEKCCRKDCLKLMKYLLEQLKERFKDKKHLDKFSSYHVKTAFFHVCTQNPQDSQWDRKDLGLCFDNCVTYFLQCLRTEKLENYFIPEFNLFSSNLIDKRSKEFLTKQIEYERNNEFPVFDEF
mcGAS lum = cyclic GMP-AMP synthase inhibitors, mouse, primary biochemical chemiluminescence; inhibition, % at 12.5 µM; recombinant cGAS, Kinase-Glo ATP depletion luminescence; Q8C6L5; 160,000 tested, 0.15% active;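 further: 0% = negative control wells and 100% = reference inhibitor with no enzyme activity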
NPYLR7 agonist = agonists of mosquito NPYLR7 receptor, primary screen, cell-based, Aedes aegypti, calcium fluorescence, mosquito biting behavior | Aedes aegypti neuropeptide Y-like receptor 7 (NPYLR7) | HEK293T NPYLR7/Galpha15, GCaMP6s calcium fluorescence | activation, % at 10 µM | 270,000 tested, 0.15% active; in the data active means activation above about 40%;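 further: 0% = vehicle and 100% = reference agonist at the receptor; some compounds past the cut are filed as inactive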
The depositor's hits bear a star; & = joins results of further samples. Unless noted, no stated cut-off is given here; in the data, active means inhibition above about 40%; inactive means the rest.

Screening CCOc1ccc(C(=O)Nc2ccc(Nc3ccc(-n4cccn4)nn3)cc2)cc1OCC returned hcGAS lum -6, mcGAS lum -9 and NPYLR7 agonist -5.
Screening CC(c1ccccn1)N(C)C(=O)c1cn(CCC2CCCCC2)nn1 (centres undefined) returned hcGAS lum -6 and NPYLR7 agonist 2.
`O=C1NN=CCc2c1cnc1ncnn21` gave hcGAS lum 3 and NPYLR7 agonist 3.
O=C(CON=Cc1ccccc1Cl)N=Nc1c(O)n(CN2CCCCCC2)c2ccccc12 was read as hcGAS lum -4, mcGAS lum -5 and NPYLR7 agonist -5.
`CCCCCn1[nH]c(C)c(C(=O)c2ccc(C(=O)c3c(C)[nH]n(CCCCC)c3=O)cc2)c1=O` gave hcGAS lum -8 and NPYLR7 agonist 2.
CCOC(=O)CC1COCCN1C(=O)c1ccc2cccc(F)c2n1 (centres undefined) was read as hcGAS lum -2, mcGAS lum -11 and NPYLR7 agonist -9.
`COC(=O)c1cn(CCC#N)nc1-c1ccc(OC)cc1` gave hcGAS lum -6, mcGAS lum -4 and NPYLR7 agonist -6.
Screening CCOC(=O)c1nn(-c2ccc(Cl)cc2)cc1O returned hcGAS lum 4 and NPYLR7 agonist 2.
Screening O=Cc1cc(-c2ccccc2)oc1Cl returned hcGAS lum 0 and NPYLR7 agonist -8.
Screening Cc1nnc(SCC(=O)N2CCc3c(cc(-c4cccc(Cl)c4)c(=O)n3CC3CC3)C2)o1 returned hcGAS lum -8, mcGAS lum -17 and NPYLR7 agonist 8.
For O=C(c1ccccc1Br)N1CCN(CCN2C(=O)c3cccc4cccc(c34)C2=O)CC1 the results were hcGAS lum -7, mcGAS lum -6 and NPYLR7 agonist -3.
For CC1=NN(c2ccccc2)C(=O)/C1=C\c1ccc(N(C)C)c(Br)c1 the results were hcGAS lum -3, mcGAS lum 3 and NPYLR7 agonist -2.
Screening Cc1cc(NC(=O)Cn2cnc3ccccc32)no1 returned hcGAS lum -4 and NPYLR7 agonist 15.
`CCCn1nccc1C(=O)N(C)C(C)c1cccs1` (centres undefined) gave hcGAS lum -7, mcGAS lum -14 and NPYLR7 agonist 3.
`CNC(=O)NC(=O)COC(=O)C=Cc1ccco1` gave hcGAS lum -3 and NPYLR7 agonist 0.
CCOC(=O)C1(Cc2ccccc2C(F)(F)F)CCN(C(=O)C#Cc2ccccc2)CC1 was read as hcGAS lum -1, mcGAS lum -8 and NPYLR7 agonist -1.
`Cc1nnn(C23CC4CC(CC(NCC(=O)NCc5ccccc5F)(C4)C2)C3)n1` gave hcGAS lum -2, mcGAS lum -12 and NPYLR7 agonist 21.
C=CCOC1C[C@](OCc2cccc(F)c2)(C(=O)NCC(C)C)C[C@H]2OC(C)(C)O[C@@H]12 (some centres undefined) was read as hcGAS lum -4, mcGAS lum 2 and NPYLR7 agonist 10.
`CCCCc1ccc(-c2nc(-c3ccncc3)no2)cc1` gave hcGAS lum -5, mcGAS lum -5 and NPYLR7 agonist -9.
Screening Cc1cc2cc(CNC(=O)Cc3ccccc3)ccc2n1C returned hcGAS lum -7, mcGAS lum -7 and NPYLR7 agonist 4.
Screening COC(=O)c1ccc(CN(Cc2ccsc2)Cc2ccco2)o1 returned hcGAS lum -5 and NPYLR7 agonist -1.
`O=C(c1ccc(F)cc1)N(Cc1c(-c2ccccc2)noc1N1CCCCC1)CC1CCCO1` (centres undefined) gave hcGAS lum 6, mcGAS lum -1 and NPYLR7 agonist -4.
Screening Cn1ccc(NC(=O)C2(c3cccc(Br)c3)CCCC2)n1 returned hcGAS lum -5 and NPYLR7 agonist 7.
O=C(COc1ccccc1)NCCn1nc(-c2cccs2)ccc1=O was read as hcGAS lum 1, mcGAS lum -7 and NPYLR7 agonist 3.
Screening O=C(NNC(=O)c1ccco1)c1ccc2ccccc2c1 returned hcGAS lum -1, mcGAS lum -5 and NPYLR7 agonist 1.
Screening CCCCCOc1ccc(C(=O)NC(Cc2ccccc2)C(=O)OC)cc1OCCCCC (centres undefined) returned hcGAS lum -5, mcGAS lum -3 and NPYLR7 agonist -5.
COc1cc(Nc2cc3c(cn2)nc(Cc2cccnc2)n3C)cc(OC)c1OC was read as hcGAS lum -2, mcGAS lum -2 and NPYLR7 agonist 1.
`CCN(CC)C(=O)CCNC(=O)c1sccc1NC(=O)c1ccncc1` gave hcGAS lum -7 and NPYLR7 agonist 6.
For CCCCNS(=O)(=O)c1ccc2c(c1)C(=C(C#N)C#N)c1cc(S(=O)(=O)NCCCC)ccc1-2 the results were hcGAS lum -1 and NPYLR7 agonist -1.
For COC(=O)c1ccccc1NC(=O)Cn1ncn2nc(-c3ccc(C)c(C)c3)cc2c1=O the results were hcGAS lum -9, mcGAS lum -10 and NPYLR7 agonist -12.
Cc1ccc(-c2nc(C)c(Cc3ccccc3)c(N3CCN(C(=O)Nc4cccc5ccccc45)CC3)n2)cc1 was read as hcGAS lum -10, mcGAS lum -6 and NPYLR7 agonist -3.
For Cc1cccc(NC(=O)c2cnn(-c3ccc(=O)[nH]n3)c2C)c1C(=O)N1CCCC1 the results were hcGAS lum -4, mcGAS lum -6 and NPYLR7 agonist -6.
`Brc1ccc(-c2noc(Cc3cccs3)n2)o1` gave hcGAS lum -3 and NPYLR7 agonist 0.
Screening Cc1cc(N2C(=O)c3oc4ccc(F)cc4c(=O)c3C2c2cccnc2)no1 (centres undefined) returned hcGAS lum -3 and NPYLR7 agonist 3.
For Cc1ccc(Cl)c(CN2CCN(C)C(C(=O)O)C2)c1F (centres undefined) the results were hcGAS lum -2, mcGAS lum -11 and NPYLR7 agonist 5.
`Cc1ncc(CN(C)CC(O)COCC2=CCC3CC2C3(C)C)s1` (centres undefined) gave hcGAS lum -7 and NPYLR7 agonist -2.
For CCC(NS(=O)(=O)c1cc(Cl)ccc1OC)C12CC3CC(CC(C3)C1)C2 (centres undefined) the results were hcGAS lum -4 and mcGAS lum -3.
Screening CCOC(=O)C1(CCCc2ccccc2)CCN(C(=O)c2ccc(OC)nc2OC)CC1 returned hcGAS lum -3, mcGAS lum -3 and NPYLR7 agonist 23.
`Cc1ccc(CN(CCc2ccccc2)C(=O)CN(CCN2CCCCC2)C(=O)c2ccc(Cl)cc2Cl)o1` gave hcGAS lum 1, mcGAS lum -3 and NPYLR7 agonist -1.
`O=C(N1CCOCC1)C(F)(F)S(=O)(=O)Oc1ccccc1` gave hcGAS lum -5 and NPYLR7 agonist 12.
CCc1nc2c(OCCc3cccc(OC)c3)cccn2c1N(C)C(=O)C(C)C was read as hcGAS lum -5, mcGAS lum -2 and NPYLR7 agonist 6.
Screening COc1ccccc1CCN1CCC(CN(C)C(=O)Cc2ccsc2)CC1 returned hcGAS lum -3 and NPYLR7 agonist 5.
Screening CN1CC(NS(=O)(=O)Cc2ccccc2C(F)(F)F)CC1=O (centres undefined) returned hcGAS lum -16 and NPYLR7 agonist 10.
`Cc1ccc(OCCCCNC(=O)c2ccc(Br)o2)cc1` gave hcGAS lum -1, mcGAS lum -2 and NPYLR7 agonist 11.
`CC1(C)CC2CC(C)(CN2C(=O)CC(c2ccccc2Cl)c2c[nH]c3ccccc23)C1` (centres undefined) gave hcGAS lum 1 and mcGAS lum -6.

Copied from the listing, 7 compounds:
Screening Cc1cc(N2C(=O)c3oc4ccc(F)cc4c(=O)c3C2c2cccnc2)no1 (centres undefined) returned hcGAS lum -3 and NPYLR7 agonist 3.
For Cc1ccc(Cl)c(CN2CCN(C)C(C(=O)O)C2)c1F (centres undefined) the results were hcGAS lum -2, mcGAS lum -11 and NPYLR7 agonist 5.
`Cc1ncc(CN(C)CC(O)COCC2=CCC3CC2C3(C)C)s1` (centres undefined) gave hcGAS lum -7 and NPYLR7 agonist -2.
For CCC(NS(=O)(=O)c1cc(Cl)ccc1OC)C12CC3CC(CC(C3)C1)C2 (centres undefined) the results were hcGAS lum -4 and mcGAS lum -3.
Screening CCOC(=O)C1(CCCc2ccccc2)CCN(C(=O)c2ccc(OC)nc2OC)CC1 returned hcGAS lum -3, mcGAS lum -3 and NPYLR7 agonist 23.
`Cc1ccc(CN(CCc2ccccc2)C(=O)CN(CCN2CCCCC2)C(=O)c2ccc(Cl)cc2Cl)o1` gave hcGAS lum 1, mcGAS lum -3 and NPYLR7 agonist -1.
`O=C(N1CCOCC1)C(F)(F)S(=O)(=O)Oc1ccccc1` gave hcGAS lum -5 and NPYLR7 agonist 12.

New compounds follow
`Cc1nnc(CN2CCOc3c(O)cc(-c4nc5ccccc5s4)cc3C2)o1` gave hcGAS lum -2 and mcGAS lum -18.
Cc1c(C(=O)N2CCN(c3ccccc3Cl)CC2)cc(-c2ccccc2)n1-c1ccc(F)cc1 was read as hcGAS lum 2, mcGAS lum -3 and NPYLR7 agonist 5.
CN(Cc1ccccc1)C(=O)CCC1CCN(C(=O)c2ccoc2)CC1 was read as hcGAS lum -3 and NPYLR7 agonist 9.
Screening COCCN(CC(=O)N1CCc2sccc2C1c1ccccc1)C(=O)COCc1ccccc1 (centres undefined) returned hcGAS lum -1, mcGAS lum -2 and NPYLR7 agonist 1.
For CCn1c(NNC(=O)c2ccc3c(c2)nnn3CC)nc2ccccc2c1=O the results were hcGAS lum -7 and NPYLR7 agonist 4.
For CN1c2cc3c(cc2N=C(c2ccc(C(=O)O)cc2)c2ccccc21)C(C)(C)CCC3(C)C the results were hcGAS lum -3 and NPYLR7 agonist -20.
For CCCc1nnc(-c2cc3ccccc3n2CC(=O)NC(C)C)o1 the results were hcGAS lum 1, mcGAS lum -2 and NPYLR7 agonist 1.
CCCN1CCC(NC(Cn2ccnc2)c2ccccc2)CC1 (centres undefined) was read as hcGAS lum -4 and mcGAS lum -9.
CCc1nc2ccc(C(=O)Nc3cccc(OCC(=O)N(C)C)c3)cn2c1N(C)C(=O)COc1ccccc1 was read as hcGAS lum -5, mcGAS lum -3 and NPYLR7 agonist -6.
Screening O=C(c1ccc2cc[nH]c2c1)N1CCOC(Cc2ccccc2)C1 (centres undefined) returned hcGAS lum -6, mcGAS lum -6 and NPYLR7 agonist 7.
`CC1(N=Cc2ccncc2)CCS(=O)(=O)C1` (centres undefined) gave hcGAS lum 0&-4, mcGAS lum -2 and NPYLR7 agonist 3&10.
CN1C(=O)C2(CCC2)ON=C1c1ccccc1 was read as hcGAS lum -8 and NPYLR7 agonist 3.
Screening CC(C)NC(=O)c1ccc2c(c1)C(=O)c1ccccc1-2 returned hcGAS lum -5 and NPYLR7 agonist -7.
Screening CCOC(=O)c1cc(-c2cccc(NC(=O)c3ccc(OC)c(OC)c3)c2)n(-c2cccc(F)c2)n1 returned hcGAS lum -9, mcGAS lum -9 and NPYLR7 agonist 4.
For O=C(CC1COCCN1)N1CCN(C(=O)c2ccco2)CC1 (centres undefined) the results were hcGAS lum -1, mcGAS lum -17 and NPYLR7 agonist 3.
Screening Cc1cc(-c2cc(F)cc3c2OC(CN)C3)c2ccccc2n1 (centres undefined) returned hcGAS lum -2, mcGAS lum -11 and NPYLR7 agonist 7.
Screening CCn1nc(C(=O)NCCOC)cc1-c1ccsc1 returned hcGAS lum -5 and NPYLR7 agonist 5.
Screening COc1cc(S(=O)(=O)N2CCCCC2)c(OC)cc1Br returned hcGAS lum -8 and NPYLR7 agonist 1.
O=C(CCOc1ccc(F)cc1F)NCC1COc2ccccc2O1 (centres undefined) was read as hcGAS lum -2, mcGAS lum -11 and NPYLR7 agonist 10.
`CCc1ccc(CN2CCCC(c3ccnc(SCCN4CCCC4)n3)C2)o1` (centres undefined) gave hcGAS lum -5, mcGAS lum -3 and NPYLR7 agonist 25.
For CC(C)c1ccc(C(O)Cn2nc(N3CCCC3)sc2=S)cc1 (centres undefined) the results were hcGAS lum -3 and NPYLR7 agonist -3.
COc1ccc(CCN(Cc2ccc(C)o2)C(=O)CN(C(C)=O)C(C)C)cc1OC was read as hcGAS lum -6, mcGAS lum -7 and NPYLR7 agonist 14.
Screening CCCCC1CC(CN2C(=O)NC(C)(C)C2=O)OC1=O (centres undefined) returned hcGAS lum -8, mcGAS lum -3 and NPYLR7 agonist 3.
`CC1=CC(=NNC(=O)C(=O)NN=C2C=C(C)CC2)CC1` gave hcGAS lum -10, mcGAS lum -9 and NPYLR7 agonist 0.
`CCCC12CN(C(=O)CC)CC(CCC)(CN(C(=O)CC)C1)C2=O` gave hcGAS lum 1 and NPYLR7 agonist 3.
For Cc1nn(C)c2c1C(c1cccc(OCCCn3ccnc3)c1)CC(=O)N2 (centres undefined) the results were hcGAS lum 6 and NPYLR7 agonist 0.
Screening CCOC(=O)N1CCC(N2CCC(n3nccc3NC(=O)C3CCCC3)CC2)CC1 returned hcGAS lum -5&-6, mcGAS lum -11 and NPYLR7 agonist 5&3.
`CC(C)(C)OC(=O)NCC1CCN(c2ccccn2)CC1` gave hcGAS lum -7 and NPYLR7 agonist 7.
Screening COc1ccc2cc(C(=O)C3CCCN(Cc4cccc(C)n4)C3)ccc2c1 (centres undefined) returned hcGAS lum -2 and NPYLR7 agonist -4.
For O=[N+]([O-])c1ccc2c(c1)S(=O)(=O)N=C2Nc1cccc(Cl)c1 the results were hcGAS lum -5, mcGAS lum -8 and NPYLR7 agonist -11.
For CN(Cc1cc2ccccc2s1)C(=O)c1cn(CC2COc3ccccc3O2)nn1 (centres undefined) the results were hcGAS lum -6, mcGAS lum -9 and NPYLR7 agonist 7.
`CCc1nc(-c2nccn2CCc2cccc(OC)c2)c(C)[nH]1` gave hcGAS lum -4 and NPYLR7 agonist 2.
Screening Nc1nonc1-c1noc(-c2c(F)cccc2F)n1 returned hcGAS lum -4 and NPYLR7 agonist 1.
Screening COc1ccc(-c2ccccc2)cc1NCC1CC2C=CC1C2 (centres undefined) returned hcGAS lum -1 and NPYLR7 agonist -16.

Not a hit list, and some 0.26% of all compounds hit somewhere here.
